Assay outcomes (PubChem)
TAG inh – inhibitors of triacylglycerol accumulation, primary screen, cell-based, uHTS, fluorescence, H9c2 | H9c2 cells, Nile Red lipid (TAG) fluorescence; cells loaded with 200 µM oleic acid | inhibition, % at 12.5 µM | actives 0.66% (n = 230,000);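 active = pattern-corrected inhibition of lipid staining of at least 50% with the nuclear-stain viability signal not falling by more than 50%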;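 also: 0% = DMSO wells and 100% = triacsin C control wells; some results filed as inactive read as strong as hits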
TAG inh DAPI viability – second read-out of TAG inh, no call of its own (marks repeat the call); DAPI nuclei signal change (viability), lower = more cytotoxic, %;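 whole-well DAPI fluorescence read on a plate reader as a viability signal; minus 50 percent equals half of cells still viable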
* hit, by the source's call. A portion of the library, so the mix of outcomes need not match the whole.

Order of results: TAG inh, TAG inh DAPI viability
CC(=O)Nc1ccc(S(=O)(=O)Nc2cc(Cl)ccc2N2CCOCC2)cc1
→ -6, 0
OC1CCCC1NCc1ccnc2cc(Cl)ccc12 (stereo not given)
→ -17, 2
COc1ccc(S(=O)(=O)N2CCCCCC2)cc1NS(=O)(=O)c1cc(C(=O)O)cc(C)c1C
→ 24, -2
Cn1c(N)c(C(=O)COC(=O)c2cc(S(=O)(=O)NCc3ccccc3)ccc2O)c(=O)n(C)c1=O
→ -17, 54
COC(CNc1ccc([N+](=O)[O-])c(NCC(OC)OC)c1C#N)OC
→ 10, -4
O=C(CSc1ncccn1)N1CCC(Cc2ccccc2)CC1
→ 3, -10
CCCOc1ccc(C(=O)NCC(C)(C)N2CCOCC2)cc1
→ 1, 3
O=C(NCCc1ccccc1)[C@@H]1CC=C[C@@H]2CCN(Cc3ccc(Cl)c(Cl)c3)C(=O)[C@@H]21
→ -38, -6
CCN1C[C@@H]2[C@@H]3C(=O)N(C)C(=O)[C@@H]3[C@](Cc3ccccc3)(C(=O)OC)N2C1=NC1CCCCC1
→ 8, -9
Cc1ccc(CNC2CCCCC2)s1
→ -1, -2
CCCCOc1ccc(-c2ncc([N+](=O)[O-])cn2)cc1
→ 3, 2
COCCNc1c(-c2ccc(O)cc2)nc2ccc(Cl)cn12
→ -17, 3
COc1ccc(CCNC(=S)Nc2cccc(C)c2)cc1
→ -11, 7
CCOC(=O)N1CCC(N2Cc3cccc(C(=O)Nc4ccc(OC)c(OC)c4)c3C2=O)CC1
→ 14, 6
COc1ccc2cc(CCC(C)=O)ccc2c1
→ 0, -11
CC(=O)Nc1ccc(Nc2ccc3nonc3c2[N+](=O)[O-])cc1
→ -7, -3
COc1cc2c(cc1OC)CN(C(=O)CCCN1C(=O)c3ccccc3C1=O)CC2
→ 2, -7
CC(=O)c1cccc(NC(=O)c2cc3ccccn3n2)c1
→ -9, -3
O=C(Nc1ccc(Cl)cc1)[C@@H]1[C@@H]2C(=O)N(c3cccc(F)c3)C(=O)[C@@H]2[C@H]2C=CC=NN21
→ 6, -1
O=C(CN1CCNC(=O)C1)NCCc1ccc(Cl)cc1Cl
→ -6, -4
COc1ccccc1-[n+]1c(C)cc(/C=C2\Sc3ccccc3N2C)cc1C
→ -94, -34
O=C(NCC(=O)N1CCN(c2ccccc2)CC1)c1cccs1
→ -4, 2
COc1cc(NC(=O)c2ccc(OC)c([N+](=O)[O-])c2)ccc1NC(=O)c1ccco1
→ 16, 4
Nn1c(-c2ccc(O)cc2)nnc1-c1ccc(O)cc1
→ 9, -1
COc1ccc(C(=O)NC(CC(C)C)C(=O)O)cc1 (stereo not given)
→ 3, 0
CCCC(=O)C1=C(O)C(C(=O)OC)C(C)(C)CC1=Nc1ccncc1 (stereo not given)
→ -1, -1
CC(C(=O)Nc1ccccc1C(=O)N1CCOCC1)N(c1ccccc1)S(C)(=O)=O (stereo not given)
→ -15, 3
O=C(NCc1ccc(C(F)(F)F)cc1)C1CC(c2c(Cl)cccc2Cl)=NO1 (stereo not given)
→ -26, 3
COc1ccc(S(=O)(=O)NNC(=O)c2csc(-n3nc(C)cc3C(F)(F)F)n2)cc1
→ -7, 0
Cc1cccc(N2CCN(C(=O)N3CCOCC3)CC2)c1C
→ 5, 1
CSc1nc2sc3c(c2c(=O)[nH]1)CCc1ccccc1-3
→ -13, 7
C[C@H]1CN[C@H](CCO)/C1=C\c1ccccc1
→ 14, -6
Cn1nnc(NC(=O)c2ccc(C(C)(C)C)cc2)n1
→ 23, 1
CN(C)C(=O)c1cc(C(=O)c2ccccc2C(F)(F)F)c[nH]1
→ -13, -2
COc1ccc(C(=O)N/N=C/C(=O)c2ccccc2)cc1
→ -5, 4
N#CCCC(CCC#N)(CCC#N)c1cc[n+](CCc2ccccn2)cc1
→ 7, -2
NS(=O)(=O)c1ccc(NC(=O)CN2CCCC2)cc1
→ -7, 4
COc1cccc(NC(=O)C2(C)CCN2C(=O)CC2CCCC2)c1 (stereo not given)
→ 12, 2
O=C(CCc1ccc(O)cc1)c1c(O)cc(O)cc1O
→ 0, 5
O=C1CCN(c2ccc([N+](=O)[O-])cc2F)CC1
→ 6, 4
N#CCCN1CCN(S(=O)(=O)c2ccc3c(c2)CCC3)CC1
→ -2, 2
O=C(Nc1nnc(S(=O)(=O)N2CCCCC2)s1)c1ccc(Cl)cc1
→ -7, -3
OC(c1ccccc1)(c1nc(-c2ccc(F)c(Cl)c2)cs1)C(F)(F)F (stereo not given)
→ -40, -3
COc1ccc(C2C(C(=O)N3CCN(c4ccccn4)CC3)CCC(=O)N2c2ccc(OC)cc2)cc1 (stereo not given)
→ 11, -11
O=C(c1ccc(Br)cc1)N(C1=NCCCCS1)c1ccccc1
→ 8, -4
Cc1ccc(C)c(N(Cc2cc3ccc(C)cc3[nH]c2=O)C(=O)c2ccco2)c1
→ -11, -6
Cc1cccc(CN2CCC(n3nccc3NC(=O)CCCc3ccccc3)CC2)c1
→ -17, -1
CC(C)c1nc(C#N)c(N2CCOCC2)o1
→ -9, -5
O=C(CSc1nnc(-c2ccncc2)o1)Nc1cc(F)ccc1F
→ -2, -5
O=C1CCN(Cc2ccccc2)CCN1[C@H](COc1ccccc1)Cc1ccccc1
→ 6, 3

Carrying on:
Order of results: TAG inh, TAG inh DAPI viability
Cc1cc(C)c2c(N)c(C(=O)Nc3nccs3)sc2n1
→ -1, 27
O=C(Nc1ccc(OC(F)(F)F)cc1)Oc1ccccc1N1CCCCC1
→ 5, -10
N#Cc1nc(Cc2ccccc2)oc1NCc1ccccc1
→ -20, -2
Nc1ccc(S(=O)(=O)N2CCOCCOCCOCCOCCOCC2)cc1
→ 5, -7
Cc1ccc(Cn2ccc(NC(=O)c3noc4c3CCc3ccccc3-4)n2)cc1
→ -51, 10
COc1cccc(C(=O)N2C(C(C)C)COc3cc(Br)ccc3S2(=O)=O)c1 (stereo not given)
→ 4, 7
Cc1cccc2nc3ccccc3cc12
→ -1, 14
CCOC(=O)c1nn(-c2ccc(C)c(C)c2)c(=O)c2c(N)scc12
→ 13, -5
CCc1ccc2c(c1)Sc1ccccc1CC2N1CCN(C)CC1 (stereo not given)
→ 9, 11
CN1CCN(C(=O)/C(C#N)=C/c2ccc(OC(F)F)cc2)CC1
→ -2, 5
Cc1noc(C)c1-c1ccc2nc[nH]c(=O)c2c1
→ -23, -3
COc1ccc(Br)c(-c2nc(CS(=O)(=O)c3ccc(F)cc3)no2)c1
→ -8, 7
CCn1cc(S(=O)(=O)NCCc2ccc(F)cc2)cn1
→ -5, 6
CCOc1cc(C2C(C(=O)c3ccco3)=C(O)C(=O)N2CCc2ccccc2)ccc1O (stereo not given)
→ 18, -8
N#Cc1ccc(OCC(=O)N2CCN(S(=O)(=O)c3cccs3)CC2)cc1
→ 1, 2
CCOc1ccc(OCC)c(NC(=O)C2CCCN(S(=O)(=O)c3cccs3)C2)c1 (stereo not given)
→ -10, -3
Cc1cc(C)c(C)c(S(=O)(=O)N2C(=S)NC(=O)C2CC(C)C)c1C (stereo not given)
→ 12, -6
COc1ccc(C)cc1-n1cnnn1
→ -3, 4
COc1ccc(Cl)cc1NC(=S)N(Cc1cccnc1)Cc1ccco1
→ -3, -2
CN(C)c1nc(N)nc(Nc2ccccc2C#N)n1
→ -26, 10
CN1CCC(=O)N([C@H](CSc2ccccc2)Cc2ccccc2)CC1
→ -5, 5
Cc1c(N=C2SCC(=O)N2/N=C/c2ccccc2Cl)c(=O)n(-c2ccccc2)n1C
→ 10, 1
C/C(=N\OCc1ccccc1C#N)c1cc2ccccc2o1
→ -10, -1
CC(=O)NC(c1ccc(Cl)cc1)c1c(O)ccc2ccc(O)cc12 (stereo not given)
→ -5, 9
Cc1cc(C)c2sc(NC(=O)c3ccc(N4C(=O)CCC4=O)cc3)nc2c1
→ 2, 2
O=C(NCC1CC1)c1cccc2c1C(=O)c1ccc(-c3ccc(OC(F)(F)F)cc3)cc1S2(=O)=O
→ 9, -2
Cc1ccc(S(=O)(=O)N2C[C@@H]3[C@H]4CC[C@H](C4)[C@@H]3[C@@H](C)[C@@H]2c2cccn2Cc2ccccc2)cc1
→ -22, 2
CCN(CC)S(=O)(=O)c1ccc(N(C)C)c(NC(=O)CSCc2c(C)noc2C)c1
→ -25, -2
COc1nc(-c2ccccc2)ccc1-c1noc(-c2ccccc2)n1
→ -12, -1
CCOC(=O)c1sc(N)c(C#N)c1COC(=O)CNC(=O)c1ccccc1
→ 14, -4

Random excerpt: five records from the list
Order of results: TAG inh, TAG inh DAPI viability
Cc1ccc(S(=O)(=O)N2C[C@@H]3[C@H]4CC[C@H](C4)[C@@H]3[C@@H](C)[C@@H]2c2cccn2Cc2ccccc2)cc1
→ -22, 2
Cn1c(N)c(C(=O)COC(=O)c2cc(S(=O)(=O)NCc3ccccc3)ccc2O)c(=O)n(C)c1=O
→ -17, 54
CN(C)C(=O)c1cc(C(=O)c2ccccc2C(F)(F)F)c[nH]1
→ -13, -2
CC(=O)Nc1ccc(S(=O)(=O)Nc2cc(Cl)ccc2N2CCOCC2)cc1
→ -6, 0
CCOC(=O)N1CCC(N2Cc3cccc(C(=O)Nc4ccc(OC)c(OC)c4)c3C2=O)CC1
→ 14, 6

Later entries:
Order of results: TAG inh, TAG inh DAPI viability
CCC1=C(OC(=O)N(CC)CC)N2C(=O)OC(=NCC3CC3)[C@]2(Cc2ccccc2)[C@H]2C1=CC[C@H]1C(=O)N(c3ccccc3)C(=O)[C@H]12
→ 30, -1
Cc1sc2ncnc(N)c2c1C
→ -1, -5
CCOc1ccccc1NC(=O)C1CCCN(C(=O)NCc2ccccc2)C1 (stereo not given)
→ 10, -1
CC1CCN(c2nc3c(c(=O)[nH]c(=O)n3C)n2CCCc2ccccc2)CC1
→ -3, 8
CC(=O)N1[C@H](Cc2ccccc2)C=C[C@]1(C)C(=O)NCCN1CCOCC1
→ 1, 5
Cn1c(SCC(=O)OC2CCCCC2)nnc1-c1ccco1
→ -32, 7
CC1CN(C(=S)Nc2ccc(Br)cc2Cl)CC(C)O1 (stereo not given)
→ 6, 3
S=C(NC1CCCC1)N1CCN(C/C=C/c2ccccc2)CC1
→ 6, 5
O=C(O)c1ccc(COc2ccc3c(c2)CCC3)cc1
→ -4, -1
C#CCN(C[C@H]1[C@H](OC(=O)Nc2c(C)noc2C)[C@H](OC(=O)Nc2c(C)noc2C)C[C@@H](C(=O)OC)[C@H]1C(=O)OC)S(=O)(=O)c1ccc(C)cc1
→ 3, -1
NC(=O)c1cc(C(=O)c2ccc(Cl)cc2)c[nH]1
→ -3, -16
O=C(O)C1=NN(c2cc(Cl)c(S(=O)(=O)O)cc2Cl)C(=O)C1
→ 3, -5
O=S(=O)(c1ccc2c(c1)OCCO2)N1CCN(Cc2ccccc2)CC1
→ 3, -5
CC(CC(=O)Nc1ccc(S(=O)(=O)N2CCOCC2)cc1)c1ccccc1 (stereo not given)
→ -18, 11
CCOC(=O)c1sc2nc(SC)nc(-c3ccc(Cl)cc3)c2c1N
→ 23, 93
COc1cc(NC(=O)Nc2nnc([C@@H]3C[C@H](O)[C@@H](CO)O3)s2)cc(OC)c1OC
→ -10, 1
O=C(CN1CCCCCC1)Nc1ccc(Br)cc1Br
→ 10, 1
CCCCNC(=O)Cc1cc(=O)[nH]c(=O)[nH]1
→ 3, 0
CC(C)OC(=O)c1ccc(NC(=O)CSc2nc3ncccc3[nH]2)cc1
→ 22, 5
Cc1ccccc1SCC(=O)OCC(=O)NCc1ccccc1
→ -17, 2
O=C1c2oc3ccccc3c(=O)c2C(c2ccc(O)cc2)N1c1nccs1 (stereo not given)
→ 0, -6
O=S(=O)(c1cccc(-c2n[nH]c(=S)n2-c2ccccc2Cl)c1)N1CCOCC1
→ 1, -1
O=S(=O)(NCCS(=O)(=O)N1CCN(c2ccc(F)cc2)CC1)c1ccc(F)cc1
→ -13, 4
CCOC(=O)C(C)Sc1nnc(NC(=O)c2ccc(C)c([N+](=O)[O-])c2)s1 (stereo not given)
→ -13, 14
CCOc1ccc(N(CC(=O)NC2CC3CCC2C3)S(=O)(=O)c2ccc(C)cc2)cc1 (stereo not given)
→ 2, -11
COC(=O)c1ccc(C)c(NC(=O)CCSc2ccc(Cl)cc2)c1
→ 5, -5
Cc1ccc(CN2CCN(Cc3cn(C(C)C)c4ccccc34)CC2CCO)o1 (stereo not given)
→ 8, 33
Cc1cccc(-n2c(SCC(=O)N3CC(=O)Nc4ccccc43)nc3ccccc3c2=O)c1
→ -15, 2
CC1CN(C(=O)Cn2c(C(F)(F)F)nc3ccccc32)CC(C)O1 (stereo not given)
→ -7, 3
CCc1nccn1CCC(=O)NC1CC(C)(C)Cc2c1cnn2-c1cccc(F)c1 (stereo not given)
→ 4, 1
COc1ccc(NC(=O)CCc2nc3ccccc3[nH]2)cc1
→ 2, 1
COCCCN(C(=O)c1ccc(N2CCCC2=O)cc1)c1c(N)n(Cc2ccccc2)c(=O)[nH]c1=O
→ -15, -6
CC(=O)Nc1ccc(NC(=O)C(C)OC(=O)C2CCCCC2)cc1 (stereo not given)
→ -7, 6
c1ccc2c(c1)CC1(CCCC1)N=C2N1CCOCC1
→ -3, 4
CCOC(=O)[C@H]1[C@H]2COc3ccc(OC)cc3[C@@H]2N2C(=O)[C@H](C)NC(=O)[C@@]12C
→ 3, -13
Cc1cc(C)cc(C(=O)/C=C2\NC(=O)CS2)c1
→ 12, -4
Cc1ccc2nc(-c3ccc(O)cc3)oc2c1
→ -2, 6
CCc1nc(Nc2ccc(N3CCN(C(C)=O)CC3)cc2)c2oc3ccccc3c2n1
→ 8, 10
